S1P4 antag = S1P4 receptor antagonists, primary screen, cell-based | Sphingosine 1-phosphate receptor 4 (Homo sapiens), O95977 | S1P4-expressing cells, antagonist mode, reporter read-out | inhibition, % at 4.98 µM | hit rate 0.26% among 220,000; in the data active means inhibition above about 29%;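 further: 0% = wells stimulated with agonist and 100% = vehicle wells without agonist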
S1P4 ag = S1P4 receptor agonists, primary screen, cell-based; activation, % at 4.98 µM; Sphingosine 1-phosphate receptor 4 (Homo sapiens), O95977; S1P4-expressing cell line, agonist reporter assay; AID 1509, 2009; hit rate 0.35% among 220,000; in the data active means activation above about 11%;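 further: 0% = DMSO vehicle and 100% = reference agonist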
TRPML3 ag = human TRPML3 channel agonists, primary screen, cell-based, HEK293 TRPML3-YFP, Fluo-8 calcium fluorescence, 3 µM. 100% = the carbachol control signal. activation, % at 3 µM. hit rate 0.29% among 220,000;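 active means activation above its plate's cutoff, the mean activation of the plate's test wells plus 3 SD, cut at about 12% in these data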;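 further: 0% = DMSO only wells and 100% = carbachol wells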
Target sequence (Q8TDD5 whole entry, looked up): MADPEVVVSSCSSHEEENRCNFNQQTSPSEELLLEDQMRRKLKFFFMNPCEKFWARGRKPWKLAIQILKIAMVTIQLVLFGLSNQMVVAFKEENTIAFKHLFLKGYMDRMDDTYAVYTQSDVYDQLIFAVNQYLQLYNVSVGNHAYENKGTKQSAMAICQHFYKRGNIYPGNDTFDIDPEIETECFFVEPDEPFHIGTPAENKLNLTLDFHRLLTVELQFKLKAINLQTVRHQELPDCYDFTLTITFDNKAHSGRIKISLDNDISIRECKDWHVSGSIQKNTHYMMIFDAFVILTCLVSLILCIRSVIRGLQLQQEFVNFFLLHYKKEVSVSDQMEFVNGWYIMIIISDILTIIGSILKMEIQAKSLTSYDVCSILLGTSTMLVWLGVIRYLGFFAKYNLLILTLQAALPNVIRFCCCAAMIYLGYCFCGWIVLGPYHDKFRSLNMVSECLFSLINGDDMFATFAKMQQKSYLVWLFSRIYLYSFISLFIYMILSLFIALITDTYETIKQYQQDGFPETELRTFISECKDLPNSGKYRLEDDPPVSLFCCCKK
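system = HEK293 cells stably carrying human TRPML3-YFP | doses = one concentration, 3 µM nominal, 0.3% DMSO | timing = dye loading 1 h 37 °C then 30 min ambient, 125 s read | detection = Fluo-8 calcium dye fluorescence, ex 470-495, em 515-575 nm | benchmarks = high control carbachol 87 µM, low control DMSO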
CHOP inhibitor = inhibitors of CHOP promoter induction, primary screen, cell-based, unfolded protein response, luciferase reporter; CHO-K1 CHOP-promoter luciferase, tunicamycin-induced, 15-18 h; inhibition, % at 10 µM; hit rate 3.8% among 220,000;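 active means compounds that reduced the stress-induced luciferase reporter signal by more than about 70% of percent inhibition, limit read from the data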;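 further: 0% = tunicamycin plus vehicle and 100% = wells without tunicamycin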
NPY-Y2 PAM-ag = NPY-Y2 potentiators or agonists, primary screen, cell-based; hit rate 0.45% among 220,000; AID 1359, 2008; Neuropeptide Y receptor type 2 (Homo sapiens), P49146; cells expressing NPY-Y2, potentiator/agonist read-out; activation, % at 3.6 µM; in the data active means activation above about 27%;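 further: cells stimulated with NPY near EC25 plus isoproterenol at EC100; 0% = vehicle plus submaximal agonist and 100% = vehicle plus saturating agonist; some results beyond the cut were filed as inactive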
EP2 mod = EP2 receptor modulators, cAMP readout, primary screen, cell-based, HTRF cAMP, PGE2 stimulation. Prostaglandin E2 receptor EP2 subtype (Homo sapiens), P43116. EP2-expressing cells, cAMP HTRF FRET, PGE2 co-stimulation. induction, % at 25 µM. hit rate 0.83% among 260,000;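 active means compounds whose cAMP rise, as percent of the full-agonist control response, exceeds 60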;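 further: rat C6 glioma line stably carrying human EP2 under a CMV promoter; the protocol text gives 20 µM as final concentration; 100% = response of wells given 1 µM PGE2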
TRPN1 ag = zebrafish TRPN1 channel agonists, primary screen, cell-based, HEK293, calcium fluorescence. transient receptor potential cation channel N1 (TRPN1/NompC), Danio rerio. HEK293 zebrafish TRPN1-YFP, Fluo-8 calcium fluorescence; 100% = response to 87 µM carbachol. activation, % at 3 µM. hit rate 0.18% among 220,000;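 active means activation above its plate's cutoff, the mean activation of test wells on that plate plus 3 SD, cut at about 19% in these data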;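 further: 0% = DMSO alone and 100% = 87 µM carbachol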
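System: zebrafish TRPN1-YFP in HEK293 cells / Dosing: 3 µM single point / Timing: dye loading 1 h at 37 °C, then 30 min room temperature / Signal: Fluo-8 calcium fluorescence, excitation 470-495 nm, emission 515-575 nm / Read-out basis: percent activation from peak over basal fluorescence ratio, control-normalized / Control set: high carbachol 87 µM, low DMSO alone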
NPY Y1 blocker = NPY-Y1 receptor antagonists, primary screen, cell-based; Neuropeptide Y receptor type 1 (Homo sapiens), P25929; HEK293-CNG Y1 cells, membrane potential fluorescence; NPY at EC95, then isoproterenol; inhibition, % at 3.6 µM; hit rate 1% among 200,000;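 active means inhibition above the campaign mean inhibition of all tested compounds plus 3 SD, cut at about 20% in these data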;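 further: 0% = DMSO wells given NPY plus isoproterenol and 100% = isoproterenol alone without NPY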
Target sequence (P25929 whole entry, looked up): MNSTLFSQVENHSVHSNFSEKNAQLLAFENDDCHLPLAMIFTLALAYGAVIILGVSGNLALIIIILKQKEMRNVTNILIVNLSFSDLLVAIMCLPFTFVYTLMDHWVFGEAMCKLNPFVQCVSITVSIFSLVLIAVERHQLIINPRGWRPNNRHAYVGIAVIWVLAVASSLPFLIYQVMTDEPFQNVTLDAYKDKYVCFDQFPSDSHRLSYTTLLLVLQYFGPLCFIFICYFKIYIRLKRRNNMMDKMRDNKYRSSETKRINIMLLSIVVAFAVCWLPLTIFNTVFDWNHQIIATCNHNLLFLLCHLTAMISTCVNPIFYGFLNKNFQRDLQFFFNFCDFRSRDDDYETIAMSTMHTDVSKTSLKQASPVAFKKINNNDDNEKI
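Material: HEK293 Y1/CNG channel cell line; also added: NPY (25 nM), isoproterenol (1 µM), Ro 20-1724 (25 µM); doses: one concentration, 3.6 µM, in 0.4% DMSO; schedule: compound incubation 1 h at room temperature, readout 45 min post-stimulation; technique: membrane potential fluorescence; measure: fluorescence ratio normalized to % inhibition between controls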
NPY1 pot ag = NPY-Y1 receptor potentiators or agonists, primary screen, cell-based; activation, % at 3.6 µM; Neuropeptide Y receptor type 1 (Homo sapiens), P25929; NPY-Y1 expressing cells, potentiator/agonist activation; hit rate 0.37% among 220,000; AID 1304, 2008; in the data active means activation above about 33%, passing the limit was not always enough;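 further: cells stimulated with NPY at EC10 then isoproterenol at EC100; 0% = low agonist plus stimulus and 100% = saturating agonist plus stimulus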
Starred values were filed as active, the others as inactive.

Results for O=C(NCCCN1CCOCC1)c1ccc(Br)cc1Br ?
S1P4 antag: -19; S1P4 ag: 0.1; TRPML3 ag: 0.5; CHOP inhibitor: 4; NPY-Y2 PAM-ag: 6; EP2 mod: -15; TRPN1 ag: -0.1; NPY Y1 blocker: 4; NPY1 pot ag: -2

What do the screens show for `Cc1cc(C)cc(N(CC(=O)NC2CCC(C)CC2)S(=O)(=O)c2c(C)noc2C)c1` (stereo not drawn)?
S1P4 antag: -11; S1P4 ag: 0.8; TRPML3 ag: -0.2; CHOP inhibitor: -11; NPY-Y2 PAM-ag: 14; EP2 mod: 13; TRPN1 ag: -1.1; NPY Y1 blocker: 1; NPY1 pot ag: -10

How did CCN(C(=O)CN1CCN(S(=O)(=O)c2ccccc2C(F)(F)F)CC1)c1c(N)n(Cc2ccccc2)c(=O)[nH]c1=O do in these assays?
S1P4 antag: 1; S1P4 ag: 3.2; TRPML3 ag: 0.7; CHOP inhibitor: -8; NPY-Y2 PAM-ag: 4; EP2 mod: 43; TRPN1 ag: 0.9; NPY Y1 blocker: -3; NPY1 pot ag: 4

What do the screens show for `CCc1nn2c(N3CCOCC3)cc(C)nc2c1-c1ccc(F)cc1`?
S1P4 antag: -10; S1P4 ag: 0.7; TRPML3 ag: -0.2; CHOP inhibitor: 44; NPY-Y2 PAM-ag: 6; EP2 mod: 39; TRPN1 ag: -1.0; NPY Y1 blocker: 1; NPY1 pot ag: -20

Results for CCC1Cc2c(nc3c4c(nc(N5CCOCC5)c(C#N)c24)NC(C)=N3)O1 (stereo not drawn) ?
S1P4 antag: 2; S1P4 ag: -1.7; TRPML3 ag: 0.5; NPY-Y2 PAM-ag: 13; TRPN1 ag: -0.2; NPY Y1 blocker: 0; NPY1 pot ag: -6

How did CC(C)C[C@H](N)c1cn([C@@H](CCCCN)C(=O)N2CCNCC2)nn1 do in these assays?
S1P4 antag: -20; S1P4 ag: -1.2; TRPML3 ag: 1.2; CHOP inhibitor: 12; NPY-Y2 PAM-ag: -5; EP2 mod: 19; TRPN1 ag: 0.4; NPY Y1 blocker: 4; NPY1 pot ag: -8

How did COc1ccc(/C=C2\CN(Cc3ccccc3)C/C(=C\c3ccc(OC)cc3)C2=O)cc1 do in these assays?
S1P4 antag: -4; S1P4 ag: 1.1; TRPML3 ag: 0.2; CHOP inhibitor: -11; NPY-Y2 PAM-ag: -7; EP2 mod: 21; TRPN1 ag: -0.2; NPY Y1 blocker: 0; NPY1 pot ag: 5

What do the screens show for `Cc1cccc(OCCCC(=O)O)c1`?
S1P4 antag: -23; S1P4 ag: -3.0; TRPML3 ag: 0.5; CHOP inhibitor: 21; NPY-Y2 PAM-ag: -16; EP2 mod: 12; TRPN1 ag: -1.6; NPY Y1 blocker: 12; NPY1 pot ag: -39

How did COc1ccc(C(CC(=O)NCC(OC)OC)NS(=O)(=O)c2ccc(Cl)cc2)cc1 (stereo not drawn) do in these assays?
S1P4 antag: -4; S1P4 ag: 1.7; TRPML3 ag: 1.0; CHOP inhibitor: 9; NPY-Y2 PAM-ag: -17; EP2 mod: -15; TRPN1 ag: -0.7; NPY Y1 blocker: 1; NPY1 pot ag: 2

What do the screens show for `NC(=O)N/N=C/CCc1ccccc1`?
S1P4 antag: -4; S1P4 ag: -0.5; TRPML3 ag: 0.6; CHOP inhibitor: 2; NPY-Y2 PAM-ag: -14; EP2 mod: -15; TRPN1 ag: -1.1; NPY1 pot ag: 12

What do the screens show for `Cc1ccc(C(=O)N/C(=C\c2ccco2)C(=O)NC2CCS(=O)(=O)C2)cc1` (stereo not drawn)?
S1P4 antag: 3; S1P4 ag: 0.8; TRPML3 ag: 1.1; CHOP inhibitor: 10; NPY-Y2 PAM-ag: 0; EP2 mod: -9; TRPN1 ag: 1.8; NPY1 pot ag: -24

What do the screens show for `CCOC(=O)N1CCN(C(=O)C2CCCN(S(=O)(=O)c3ccccc3)C2)CC1` (stereo not drawn)?
S1P4 antag: -19; S1P4 ag: -1.3; TRPML3 ag: 1.2; CHOP inhibitor: 6; NPY-Y2 PAM-ag: -7; EP2 mod: 13; TRPN1 ag: -0.1; NPY Y1 blocker: 0; NPY1 pot ag: 3

Results for CC1(C)Cc2ccccc2-c2nc3ccccc3c(=O)n21 ?
S1P4 antag: 6; S1P4 ag: -1.1; TRPML3 ag: -1.6; CHOP inhibitor: 32; NPY-Y2 PAM-ag: -22; EP2 mod: 55; TRPN1 ag: -3.2; NPY Y1 blocker: 9; NPY1 pot ag: -26

Results for CCOc1ncccc1C(=O)OCc1cccc([N+](=O)[O-])c1 ?
S1P4 antag: -5; S1P4 ag: 0.7; TRPML3 ag: -0.7; CHOP inhibitor: 14; NPY-Y2 PAM-ag: 5; EP2 mod: 15; TRPN1 ag: -2.5; NPY Y1 blocker: 3; NPY1 pot ag: -12

How did CCOC(=O)C1=C(O)/C(=C/c2ccccn2)SC1=Nc1ccc(Cl)cc1 do in these assays?
S1P4 antag: -5; S1P4 ag: 0.8; TRPML3 ag: 0.1; CHOP inhibitor: 30; NPY-Y2 PAM-ag: -5; EP2 mod: 42; TRPN1 ag: 0.2; NPY Y1 blocker: -4; NPY1 pot ag: 5

What do the screens show for `Cc1ccc(CSc2nc3c(c(SCC(=O)O)n2)CCCC3)cc1`?
S1P4 antag: -18; S1P4 ag: -2.1; TRPML3 ag: 0.6; CHOP inhibitor: -15; NPY-Y2 PAM-ag: -27; EP2 mod: -24; TRPN1 ag: -0.4; NPY Y1 blocker: 12; NPY1 pot ag: -48

What do the screens show for `O=C(CN1C(=O)/C(=C\c2ccccc2Cl)Oc2ccccc21)NCc1cccnc1`?
S1P4 antag: 5; S1P4 ag: 0.0; TRPML3 ag: 0.0; CHOP inhibitor: 45; NPY-Y2 PAM-ag: -7; EP2 mod: 17; TRPN1 ag: 1.1; NPY Y1 blocker: 1; NPY1 pot ag: -18

What do the screens show for `O=C(COc1ccc(C2SCCS2)cc1)NNC(=O)C(Cl)Cl`?
S1P4 antag: -2; S1P4 ag: -0.1; TRPML3 ag: 0.1; CHOP inhibitor: -9; NPY-Y2 PAM-ag: -1; EP2 mod: -3; TRPN1 ag: -1.6; NPY1 pot ag: 1

Results for COCCNC(=O)C(c1ccc(F)cc1)N(CC1CCCO1)C(=O)CCC(=O)Nc1ccccn1 (stereo not drawn) ?
S1P4 antag: -17; S1P4 ag: -0.7; TRPML3 ag: -0.7; CHOP inhibitor: 12; NPY-Y2 PAM-ag: 21; EP2 mod: 72*; TRPN1 ag: 0.5; NPY Y1 blocker: -9; NPY1 pot ag: -9

How did O=C(NCCCOc1cccc(CN2CCCCC2)c1)c1ccc(Cl)c(Cl)c1 do in these assays?
S1P4 antag: 5; S1P4 ag: 0.2; TRPML3 ag: 1.2; CHOP inhibitor: 15; NPY-Y2 PAM-ag: -18; EP2 mod: -32; TRPN1 ag: -0.6; NPY Y1 blocker: 7; NPY1 pot ag: -6

Results for CN1CCN(C(=O)c2ccccc2-c2nc(-c3ccc(Cl)cc3)no2)CC1 ?
S1P4 antag: -19; S1P4 ag: -1.3; TRPML3 ag: 0.5; CHOP inhibitor: 4; NPY-Y2 PAM-ag: -2; EP2 mod: 28; TRPN1 ag: 0.3; NPY Y1 blocker: 0; NPY1 pot ag: -18

Results for CCOC(=O)COc1ncn(-c2ccccc2)n1 ?
S1P4 antag: -13; S1P4 ag: 3.7; TRPML3 ag: 0.8; CHOP inhibitor: 12; NPY-Y2 PAM-ag: -7; EP2 mod: 22; TRPN1 ag: 0.2; NPY Y1 blocker: 6; NPY1 pot ag: -32

Results for Cc1nc2c(Br)cc(Br)cc2cc1O ?
S1P4 antag: -8; S1P4 ag: -0.1; TRPML3 ag: 0.3; CHOP inhibitor: 81*; NPY-Y2 PAM-ag: 9; EP2 mod: -23; TRPN1 ag: -0.7; NPY Y1 blocker: 4; NPY1 pot ag: 8

Results for CCCC(=O)n1nc(-c2ccccc2)nc1SC ?
S1P4 antag: -9; S1P4 ag: -0.7; TRPML3 ag: 0.1; CHOP inhibitor: 12; NPY-Y2 PAM-ag: -7; EP2 mod: 32; TRPN1 ag: 2.9; NPY Y1 blocker: -2; NPY1 pot ag: -4

How did CC1=C(C(=O)Nc2ccc(C)cc2C)C(c2ccc([N+](=O)[O-])cc2)n2ncnc2N1 (stereo not drawn) do in these assays?
S1P4 antag: -6; S1P4 ag: 0.5; TRPML3 ag: -0.1; CHOP inhibitor: -13; NPY-Y2 PAM-ag: -20; EP2 mod: 3; TRPN1 ag: -0.4; NPY Y1 blocker: -4; NPY1 pot ag: -11

How did CCOc1ccc(N/C(=N/c2nc(C)cc(C)n2)NC(=O)CC)cc1 do in these assays?
S1P4 antag: 3; S1P4 ag: -2.5; TRPML3 ag: 0.5; CHOP inhibitor: -8; NPY-Y2 PAM-ag: -16; EP2 mod: 4; TRPN1 ag: 1.7; NPY1 pot ag: 3

Results for CC1CCCCC1NS(=O)(=O)c1ccc(S(=O)(=O)N2CCCC2)cc1 (stereo not drawn) ?
S1P4 antag: -22; S1P4 ag: 2.3; TRPML3 ag: -0.2; CHOP inhibitor: 33; NPY-Y2 PAM-ag: 28; EP2 mod: -21; TRPN1 ag: 8.5; NPY Y1 blocker: -7; NPY1 pot ag: 30

What do the screens show for `Cc1ccccc1C(=O)Nc1nc(SCc2ccc(Cl)cc2)n[nH]1`?
S1P4 antag: 15; S1P4 ag: 0.5; TRPML3 ag: 0.4; CHOP inhibitor: 13; NPY-Y2 PAM-ag: -4; EP2 mod: 5; TRPN1 ag: -0.3; NPY1 pot ag: -7

What do the screens show for `CC(=O)Nc1ccc(SCC(=O)c2cc(C)n(CC(F)(F)F)c2C)cc1`?
S1P4 antag: 3; S1P4 ag: 1.7; TRPML3 ag: -0.5; CHOP inhibitor: 3; NPY-Y2 PAM-ag: -8; EP2 mod: -17; TRPN1 ag: 1.0; NPY Y1 blocker: 3; NPY1 pot ag: -27

What do the screens show for `N#Cc1ccc(-c2csc(NC(=O)/C=C/c3cccs3)n2)cc1`?
S1P4 antag: -25; S1P4 ag: 0.5; TRPML3 ag: 0.6; CHOP inhibitor: 34; NPY-Y2 PAM-ag: -2; EP2 mod: -53; TRPN1 ag: 0.6; NPY Y1 blocker: 3; NPY1 pot ag: -9

Assay outcomes: PubChem BioAssay, several laboratories
